Assay outcomes from PubChem.
SIAE inh: human SIAE inhibitors, primary screen, biochemical, fluorescence polarization, FP-Rh probe, 1536-well HTS. SIAE FP-Rh probe binding. inhibition, % at 9.66 µM. hit rate 0.69% among 370,000;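 active = inhibition above a cutoff: mean of compounds within the control limits plus 3 SD of those, cut at about 17% in these data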;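 also: 0% = plate median of compound wells and 100% = probe without SIAE protein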
ASAP1 GAP inh: inhibitors of human ASAP1 ArfGAP activity, primary screen, biochemical, fluorescence polarization | Arf-GAP with SH3 domain, ANK repeat and PH domain-containing protein 1 (Homo sapiens), … | ASAP1-stimulated ARF1 GTP hydrolysis, GDP FP detection | inhibition, % at 16.5 µM | hit rate 0.19% among 360,000 | AID 624377, 2012; in the data active = inhibition above about 25%;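 also: 0% = vehicle with enzyme and substrate and 100% = no enzyme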
ADAM10 inh: human ADAM10 inhibitors, primary screen, biochemical, QFRET, HTS; Disintegrin and metalloproteinase domain-containing protein 10 (Homo sapiens), O14672; recombinant ADAM10, EDANS/DABCYL FRET peptide cleavage, 3 h; inhibition, % at 7 µM; hit rate 0.62% among 370,000; AID 720582, 2013;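 active = inhibition above a per-campaign cutoff equal to the mean of compounds falling between control-based bounds plus 3 SD, cut at about 20% in these data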;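 also: 0% = DMSO wells while the 100% control is not disclosed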
PLCg1 inh: PLC-gamma1 enzyme inhibitors, primary screen, biochemical, fluorescence, purified enzyme; 1-phosphatidylinositol 4,5-bisphosphate phosphodiesterase gamma-1 (Homo sapiens), P19174; fluorogenic substrate; inhibition, % at 12.2 µM; hit rate 0.84% among 370,000; AID 720700, 2013; in the data active = inhibition above about 9.5%
Tn7 DDE FP: inhibitors of Tn7 peptide binding to fibrin DD(E), primary screen, biochemical, fluorescence polarization, human fibrin, Tn7 probe; hit rate 0.13% among 370,000; Fibrinogen beta chain (Homo sapiens), P02675; inhibition, % at 8.3 µM; AID 720508, 2013; FP displacement of FITC-Tn7 peptide from fibrin DD(E); 0% = median of compound wells per plate;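 active = inhibition above the mean of compounds falling within the control limits plus 3 SD of them, cut at about 14% in these data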;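 also: 0% = plate median of compound wells and 100% = 10 µM Aha-Tn7 peptide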
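Test system: human clot-derived fibrin DD(E) complex / Quantity: 2 µM final DD(E) protein / Incubation: 10 min plus 3 h, room temperature / Measured by: fluorescence polarization / Benchmarks: high control of 10 µM Aha-Tn7 peptide / Replicates: singlicate testing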
ADAM17 inh: ADAM17 inhibitors, primary screen, biochemical, QFRET; recombinant ADAM17, EDANS/DABCYL FRET peptide cleavage; AID 720648, 2013; inhibition, % at 6.95 µM; Disintegrin and metalloproteinase domain-containing protein 17 (Homo sapiens), P78536; hit rate 0.83% among 370,000;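 active = inhibition above the mean of compounds lying between control limits plus 3 SD, set per campaign, cut at about 8.5% in these data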;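 also: 0% = DMSO-only wells as the low control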
Target sequence (P78536 215-824 limits assumed): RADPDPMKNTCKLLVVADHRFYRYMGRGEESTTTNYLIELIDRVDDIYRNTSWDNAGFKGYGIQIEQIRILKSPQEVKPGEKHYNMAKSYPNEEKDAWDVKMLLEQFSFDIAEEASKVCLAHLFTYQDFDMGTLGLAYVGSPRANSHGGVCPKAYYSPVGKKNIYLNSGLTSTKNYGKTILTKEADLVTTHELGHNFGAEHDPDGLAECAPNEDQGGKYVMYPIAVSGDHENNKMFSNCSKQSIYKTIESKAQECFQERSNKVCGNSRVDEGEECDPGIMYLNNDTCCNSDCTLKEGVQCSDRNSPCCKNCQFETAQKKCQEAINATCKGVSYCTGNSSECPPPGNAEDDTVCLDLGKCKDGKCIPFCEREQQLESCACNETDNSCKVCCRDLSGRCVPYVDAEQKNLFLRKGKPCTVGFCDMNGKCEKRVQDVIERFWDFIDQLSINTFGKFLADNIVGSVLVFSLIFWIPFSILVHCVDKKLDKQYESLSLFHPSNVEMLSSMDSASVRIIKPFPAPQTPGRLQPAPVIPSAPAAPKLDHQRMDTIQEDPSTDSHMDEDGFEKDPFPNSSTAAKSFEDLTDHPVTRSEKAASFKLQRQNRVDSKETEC
TDP2 inh: human TDP2 enzyme inhibitors, primary screen, biochemical, epi absorbance, recombinant enzyme | Tyrosyl-DNA phosphodiesterase 2 (Homo sapiens), O95551 | T5PNP hydrolysis, p-nitrophenol absorbance 415 nm | inhibition, % at 12.8 µM | hit rate 0.34% among 370,000;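 active = inhibition above the mean of all tested compounds plus 3 SD, set per campaign, cut at about 25% in these data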;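 also: 0% = DMSO with enzyme and 100% = buffer with substrate but no TDP2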
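System – recombinant human TDP2 · Amount – 120 nM TDP2 per well · Buffer or medium – Mg2+-containing Tris-HCl buffer, pH 7.5 · Reagent – T5PNP substrate, 5 mM · Dosing – 12.8 µM single point, 1% DMSO · Incubation – 2 h at 37 °C · Measured by – epi absorbance · Read-out basis – percent inhibition · Benchmarks – high control without enzyme, low control DMSO plus TDP2 · Repeats – singlicate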
ARFGAP1 inh: inhibitors of rat ARFGAP1 GAP activity, primary screen, biochemical, fluorescence polarization, GDP tracer. ADP-ribosylation factor GTPase-activating protein 1 (Rattus norvegicus), Q62848. Arfgap1-stimulated ARF1 GTP hydrolysis, GDP FP detection. inhibition, % at 16.5 µM. hit rate 0.26% among 360,000. AID 651572, 2012;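 active = inhibition above a per-plate limit, mean inhibition of low control wells plus 3 SD, cut at about 25% in these data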;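 also: 0% = DMSO wells with enzyme and 100% = wells lacking Arfgap1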
Target sequence (Q62848 1-136 limits assumed): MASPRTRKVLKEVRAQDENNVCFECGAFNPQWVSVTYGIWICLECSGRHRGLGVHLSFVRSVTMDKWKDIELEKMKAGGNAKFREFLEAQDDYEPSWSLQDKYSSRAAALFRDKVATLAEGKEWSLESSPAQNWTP
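Material: truncated rat Arfgap1 GAP domain; Incubation: compound-enzyme preincubation 20 min, reaction 120 min, detection 60 min, 25 °C; Read-out: percent inhibition of Arfgap1-stimulated GTP hydrolysis; Technique: FP, GDP Alexa 633 tracer displaced from anti-GDP antibody, 620/688 nm; Controls: No-Arfgap1 wells (100%) versus DMSO full-reaction wells (0%); Replication: single well per compound.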
PLCb3 inh: human PLC-beta3 inhibitors, primary screen, biochemical, fluorescence | 1-phosphatidylinositol 4,5-bisphosphate phosphodiesterase beta-3 (Homo sapiens), Q01970 | Purified PLC-beta3, fluorogenic substrate | inhibition, % at 12.2 µM | hit rate 0.18% among 370,000 | AID 720704, 2013; in the data active = inhibition above about 11%;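 also: 0% = median of compound wells on plate and 100% = full blocker control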
Tn6 DDE FP: inhibitors of Tn6 peptide binding to fibrin DD(E), primary screen, biochemical, fluorescence polarization, human fibrin, Tn6 probe | Fibrinogen beta chain (Homo sapiens), P02675 | Fibrin DD(E) TRITC-Tn6 fluorescence polarization displacement | inhibition, % at 8.3 µM | hit rate 0.21% among 370,000;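 active = inhibition above a per-campaign cutoff: mean of compounds within control limits plus 3 SD, cut at about 15% in these data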;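 also: 0% = median of all compound wells on the plate and 100% = blocking peptide control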
Numbers without * were called inactive; nt = not tested or not shown.

SMILES	SIAE inh	ASAP1 GAP inh	ADAM10 inh	PLCg1 inh	Tn7 DDE FP	ADAM17 inh	TDP2 inh	ARFGAP1 inh	PLCb3 inh	Tn6 DDE FP
COc1ccc(Cl)cc1N(CC(=O)Nc1ccccc1C(=O)N1CCOCC1)S(C)(=O)=O	0	-5	5	-1	-3	1	7	7	-6	2
CCCC(=O)Nc1ccccc1NC(=O)CCC	3	10	4	4	-5	2	1	-8	5	4
COc1cccc2c1OCC/C2=N\NC(=O)C(C)Oc1ccc([N+](=O)[O-])cc1 (stereo not drawn)	2	11	-16	-34	1	-11	1	5	-43	-1
CC1CN(C(C)C(=O)NNC(=O)c2ccc(F)cc2)CC(C)O1 (stereo not drawn)	-3	-14	5	7	-10	7	-8	8	3	-4
CC(=O)NC12CC3CC(C1)CC(C(=O)Oc1ccc(N(C)S(=O)(=O)c4cc(C)ccc4C)cc1)(C3)C2	-7	-2	1	-4	1	-1	4	-4	0	-2
Cc1cccc(C)c1OCC(=O)N=Nc1c(O)[nH]c2ccc(Br)cc12	-2	-1	6	9	-5	0	-4	-13	4	2
CCOC(=O)c1cc(OC(=O)c2ccccc2)n(-c2ccccc2)n1	9	1	-5	4	4	-2	-5	3	-7	3
O=C(CSc1ccc(-c2ccco2)nn1)NC1CCCCC1	9	4	-17	-9	1	-7	6	-7	-13	0
Cc1ccc(Cn2ncc3c(NCCN(C)C)ncnc32)cc1	-14	2	3	1	-115	-3	-7	7	0	-26
O=C(CSc1nnc(COc2ccccc2)n1-c1ccccc1)Nc1ccc(S(=O)(=O)Nc2nccs2)cc1	-12	nt	14	-1	-3	4	-5	nt	2	7
CCN(CC(=O)NC1CCS(=O)(=O)C1)C(=O)c1ccc(S(=O)(=O)N(CC)CC)cc1 (stereo not drawn)	-7	15	-23	5	3	1	-12	3	-6	-2
CC(NCc1ccco1)C(=O)N1CCN(c2ccc(F)cc2)CC1 (stereo not drawn)	5	nt	5	7	0	0	-4	nt	7	4
O=C1COc2ccc(S(=O)(=O)Nc3ccc4c(c3)OCO4)cc2N1	2	2	-8	2	4	-2	3	0	-1	-4
Cc1cccc(NC(=O)CCn2c(=O)oc3ccccc32)c1	1	2	0	0	2	-3	3	-12	-6	2
CCOC(=O)C1(C)CCCN(C(=O)c2ccc3c(c2)CCO3)C1 (stereo not drawn)	2	9	-4	0	-2	-3	-7	-1	2	-2
CCOc1ccc(/C=N/NC(=O)c2c(C)n(C)c3ccc(OC)cc23)cc1	-3	9	2	-1	-9	3	2	13	-3	1
Cc1cc(O)ccc1Nc1nc(-c2cccs2)cs1	8	-2	5	-9	-5	2	12	-5	-11	0
COc1ccc(-c2coc3cc(OC(=O)N4CCOCC4)ccc3c2=O)cc1	-5	-5	5	-2	-2	2	-2	6	-10	1
COc1cc(NC(=O)C2=C(N3CCOCC3)/C(=C\c3ccc(Cl)cc3Cl)CC2)cc(OC)c1OC	3	2	4	-13	4	2	-4	-3	-14	-7
COc1ccc(S(=O)(=O)N2CCC(C(=O)Nc3ccc(F)cc3)CC2)c2cccnc12	0	4	0	-3	-2	2	-11	-5	-1	3
CC(C(=O)NNS(=O)(=O)c1cccc(C(F)(F)F)c1)n1nnc(N2CCOCC2)n1 (stereo not drawn)	-1	-6	6	-2	6	-2	1	-9	-8	12
COc1ccc(NC(=O)Nc2nc(C(N)C3CCCCC3)cs2)cc1 (stereo not drawn)	5	-11	6	6	-5	8	-10	-1	4	-11
CCOc1ccc(C=NNC(=O)c2cc(-c3ccc(Cl)cc3)n[nH]2)cc1	-8	nt	-4	-1	8	-3	12	nt	-2	0
O=C(CSc1nc2ccccc2n1Cc1ccccc1)NN=Cc1c[nH]c2ccccc12	0	nt	12	2	3	7	0	nt	1	-1
COc1ccc(/C=C(\NC(=O)c2ccc(OC)cc2)C(=O)NC(CCSC)C(=O)O)cc1 (stereo not drawn)	2	11	2	0	2	-3	3	5	-1	3

Ten structures out of the list, arranged by SMILES length, low to high:
SMILES	SIAE inh	ASAP1 GAP inh	ADAM10 inh	PLCg1 inh	Tn7 DDE FP	ADAM17 inh	TDP2 inh	ARFGAP1 inh	PLCb3 inh	Tn6 DDE FP
CCCC(=O)Nc1ccccc1NC(=O)CCC	3	10	4	4	-5	2	1	-8	5	4
O=C(CSc1ccc(-c2ccco2)nn1)NC1CCCCC1	9	4	-17	-9	1	-7	6	-7	-13	0
Cc1ccc(Cn2ncc3c(NCCN(C)C)ncnc32)cc1	-14	2	3	1	-115	-3	-7	7	0	-26
Cc1cccc(NC(=O)CCn2c(=O)oc3ccccc32)c1	1	2	0	0	2	-3	3	-12	-6	2
COc1ccc(NC(=O)Nc2nc(C(N)C3CCCCC3)cs2)cc1 (stereo not drawn)	5	-11	6	6	-5	8	-10	-1	4	-11
CC1CN(C(C)C(=O)NNC(=O)c2ccc(F)cc2)CC(C)O1 (stereo not drawn)	-3	-14	5	7	-10	7	-8	8	3	-4
CCOC(=O)c1cc(OC(=O)c2ccccc2)n(-c2ccccc2)n1	9	1	-5	4	4	-2	-5	3	-7	3
Cc1cccc(C)c1OCC(=O)N=Nc1c(O)[nH]c2ccc(Br)cc12	-2	-1	6	9	-5	0	-4	-13	4	2
O=C(CSc1nc2ccccc2n1Cc1ccccc1)NN=Cc1c[nH]c2ccccc12	0	nt	12	2	3	7	0	nt	1	-1
COc1cccc2c1OCC/C2=N\NC(=O)C(C)Oc1ccc([N+](=O)[O-])cc1 (stereo not drawn)	2	11	-16	-34	1	-11	1	5	-43	-1

Next compounds follow:
SMILES	SIAE inh	ASAP1 GAP inh	ADAM10 inh	PLCg1 inh	Tn7 DDE FP	ADAM17 inh	TDP2 inh	ARFGAP1 inh	PLCb3 inh	Tn6 DDE FP
COc1cccc2cc(/C(C)=N/Nc3nc(-c4cc(C)ccc4C)cs3)c(=O)oc12	-1	7	-4	-13	1	-1	12	-1	-22	9
Cc1ccc(NC(=O)/C(=C/c2cccc(Br)c2)NC(=O)c2ccco2)cc1	-1	7	5	0	-10	0	0	18	4	0
CCN1C(=O)/C(=C2/Sc3ccccc3N2CC)S/C1=N\c1ncn[nH]1	19*	-2	-204	0	-3	-75	-9	0	-10	-11
CCOC(=O)N1CCC(N(CCOC)C(=O)Nc2ccc(Cl)cc2)CC1	1	2	6	4	-6	-1	0	3	1	1
Cc1ccc(Cl)cc1NC(=S)N(CCCN1CCOCC1)Cc1ccco1	-3	-15	0	-1	1	-5	-1	4	-6	6
COc1ccc2nc(N3C(=O)C(O)=C(C(=O)c4ccco4)C3c3ccc(OC)c(OC)c3)sc2c1 (stereo not drawn)	-17	-3	-12	-30	3	0	-3	-2	-42	-1
COc1ccc(OCCSc2nc(N)cc(=O)[nH]2)cc1	2	11	1	1	-3	8	-10	-8	-2	1
Cc1ccc(N2C(=O)c3ccc(C(=O)N4CCN(c5ccccc5F)CC4)cc3C2=O)cc1	0	-2	-1	0	8	-2	4	1	-2	-2
CC(C)(OC(=O)c1cccs1)c1cc2ccccc2c(=O)o1	-1	-1	-7	6	0	0	-9	2	2	8
CC1CCCCC12NC(=O)N(CC(=O)Nc1sc3c(c1C(N)=O)CCC3)C2=O (stereo not drawn)	4	0	-3	-9	-2	-2	11	2	-15	-2
CCN1C(=O)[C@H]2[C@H]3CN=C(SCC(=O)c4ccccc4)N3[C@@](CC)(C(=O)OC)[C@H]2C1=O	3	-7	-18	-1	0	1	-3	-3	0	-3
O=S1(=O)CCOCCCN1Cc1ccccc1	-1	15	-2	-1	-4	0	11	-4	2	-1
NC(=O)Nc1ccc(C(=O)OCC(=O)N(Cc2ccccc2)C2CCS(=O)(=O)C2)cc1 (stereo not drawn)	0	0	-11	0	2	-2	-1	5	2	1
Cc1cc(C)n2nc(SCC(=O)c3ccc[nH]3)nc2n1	-1	-3	0	3	-3	-5	7	3	0	0
O=C(Cn1c(-c2ccco2)nc2ccccc21)N1CCCCC1	4	-6	-69	-30	2	-9	-4	1	-39	-8
O=C(N/N=C/c1ccccn1)c1[nH]c2ccc([N+](=O)[O-])cc2c1-c1ccccc1	-3	-5	17	-2	1	8	-20	0	-10	-8
O=C1c2cccc3cccc(c23)C(=O)N1c1ccc(O)cc1	0	10	13	8	-9	4	-22	-6	0	2
COc1ccc(-c2cc(C(=O)N/N=C/c3cccnc3)c3ccccc3n2)c(OC)c1	-3	-6	-21	-193	-11	-9	-12	3	-202	0
Oc1ccc(C=NNC(=S)Nc2ccc(F)cc2)c(O)c1	13	8	-30	-295	8	-3	-4	16	-338	-1
O=C(CNc1ccccc1)NNC1=NCCC1	6	0	4	6	-3	1	-5	-6	1	1
O=C(O)CSCC(=O)Nc1ccc(Cl)cc1C(F)(F)F	-4	16	8	-2	-3	0	13	8	3	2
CCCCNC(=O)N(C)c1nncnc1C(=O)NC	-1	8	7	2	-6	0	7	-12	3	0
